Assay outcomes (PubChem)
H37Rv inhibition = M. tuberculosis growth inhibition, HTS (AID 449762). M. tuberculosis H37Rv growth inhibition, 7H9 media; higher % means a stronger effect. inhibition, % at 25 µM, or IC50 in µM where a hit was titrated. actives 0.59% (n = 330,000); in the data active means a potency from the dose series; inconclusive means inhibition above about 70% without an active follow-up result;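 further: bacterial growth assessed after seven days of incubation; strong numbers were not always called active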
H1N1 NS1A inhibition = H1N1 influenza NS1A inhibitors, functional cell based assay (AID 504329). actives 0.3% (n = 340,000). inhibition, % at 12.5 µM, or IC50 in µM where a hit was titrated. NS1A functional cell-based assay, percent inhibition; higher % means a stronger effect; in the data active means a potency from the dose series; inconclusive means inhibition above about 27% without an active follow-up result; further: strong numbers were not always called active
PhoP GFP inhibition = PhoP regulon inhibitors, Salmonella typhi PhoP promoter GFP reporter, confirmatory (AID 1850). Salmonella Typhi PhoP-promoter GFP reporter, fluorescence, 4 h; higher % means a stronger effect. one-dose inhibition, % at 50 µM; IC50 in µM for titrated hits. actives 0.33% (n = 310,000); in the data active means a potency from the dose series; inconclusive means inhibition mostly from about 25% at the one dose, without a potency; inactive means the rest, 99 in 100 with inhibition below about 19%;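 further: 0% = induced wells with vehicle and 100% = uninduced wells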
tuberculosis growth = growth inhibition of non-replicating M. tuberculosis (AID 488890). Mycobacterium tuberculosis non-replicating, growth inhibition; higher % means a stronger effect. actives 0.39% (n = 320,000). inhibition, % at 25 µM, or IC50 in µM where a hit was titrated; in the data active means a potency from the dose series; inconclusive means inhibition mostly from about 82% at the one dose, without a potency; inactive means the rest, 99 in 100 with inhibition below about 76%;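 further: plate controls were DMSO cells for no effect and high antibiotic wells for full effect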
inhibitors of VEEV = inhibitors of VEEV TC-83 cytopathic effect, confirmation, Vero cells (AID 588727); inhibition, % at 20 µM; hits with a dose series show IC50 in µM; Vero cells, VEEV TC-83 cytopathic effect inhibition; higher % means a stronger effect; actives 0.13% (n = 350,000); in the data active means a potency from the dose series; inconclusive means inhibition mostly from about 14% at the one dose, without a potency; inactive means the rest, 99 in 100 with inhibition below about 12%; further: strong numbers were not always called active
inhibitors of VEEV 10K pilot screen = recorded beside inhibitors of VEEV, whose call it bears; inhibition, %; measured here: 10K pilot screen inhibition
* hit, by the source's call; i = inactive; u = inconclusive; x = no result given. The order is random. Share with any hit: about 1.5%.

SMILES | H37Rv inhibition | H1N1 NS1A inhibition | PhoP GFP inhibition | tuberculosis growth | inhibitors of VEEV | others
O=c1cc(CCl)[nH]c2nc3ccccc3n12 | -4% | -10% | 0% | 49% | 3.6%
C=CCNc1nc(N)c([N+](=O)[O-])c(N2CCCCCC2)n1 | 6% | 3% | -22% | 11% | 0.6%
Cc1ccc(C(=O)c2c[nH]c(C(=O)NCc3cccnc3)c2)cc1 | -31% | -3% | 7% | 17% | 3.4%
C/C(=N\NC(=O)c1cccc(N2CCCC2=O)c1)c1ccc(N)cc1 | -11% | 2% | -2% | -8% | 0.6%
COc1cc(C(=O)NCc2ccc(C)cc2)ccc1OCc1c(C)noc1C | 3% | -17% | 6% | 4% | 5.8%
COc1ccc(OCC(O)CNC(=O)Nc2cccc3ccccc23)cc1 (centres undefined) | -4% | 3% | -7% | 10% | 2.1%
CCn1c(SCC(=O)Nc2cccc(NC(C)=O)c2)nnc1C(C)C | 1% | 2% | 2% | -2% | 0.3%
Cc1ccc(-c2csc(NC(=O)c3cccc([N+](=O)[O-])c3)n2)cc1 | 11% | 1% | 19% | -6% | 3.7%
COc1ccc(NC(=O)CN2C(=O)NC(CC(C)C)C2=O)cc1S(=O)(=O)N1CCOCC1 (centres undefined) | 3% | 0% | x | 16% | i
COC(=O)c1ccc(CNC(=O)C2CCC(=O)N(C3CCCCCC3)C2)cc1 (centres undefined) | 9% | -1% | 0% | -14% | 1.3%
O=C(c1ccc2c3c(cccc13)C(=O)N(O)C2=O)N1CCCCC1 | 2% | -10% | -20% | 11% | 1.6%
CC1=Cc2ccccc2C(C#N)N1C(=O)c1ccccc1 (centres undefined) | -8% | -4% | 20% | 2% | 2.5%
Cc1cc(C)nc(SCc2c(F)cccc2Cl)n1 | 8% | -2% | -9% | 33% | 1.1%
CCNC(=O)CCCOc1ccc(Cl)cc1Cl | -7% | -5% | -2% | 15% | i
Cc1[nH]c2ccccc2c1C(=O)CN1CC(C)CC(C)C1 (centres undefined) | 3% | 3% | -1% | 20% | 0.3%
Cc1cccc(C(=O)Nc2ccc(C(=O)/C=C/c3cccnc3)cc2)c1 | u | 5% | -8% | 9% | u
Cc1ccc(Nc2nnc(C3C(=O)N(C)C4(C)CC3c3cc(Br)ccc3O4)s2)cc1 (centres undefined) | 49% | -8% | -7% | 8% | 1.9%
CN(C)/C=C(\C(=O)c1ccccc1)c1nnnn1-c1ccccc1 | -5% | 2% | -3% | 4% | 2.6%
Cc1cc2oc(=O)c3c(c2cc1OC(=O)c1ccco1)CCCC3 | -3% | 9% | -1% | -14% | 1.0%
O=C(CSc1ccccn1)Nc1ccc2c(c1)C(=O)c1ccccc1C2=O | u | 6% | 5% | 69% | 1.3%
O=C(NCc1ccc(C(F)(F)F)cc1)C1CC(c2ccccc2[N+](=O)[O-])=NO1 (centres undefined) | 4% | -7% | -20% | 67% | 1.3%
CC(=O)Oc1ccc(/C=N/NC(=S)Nc2ccccc2)cc1 | 7% | 1% | -2% | 36% | 0.5%
CCCc1nnc(NC(=O)CC(=O)OCC)s1 | 2% | -4% | -5% | 6% | 1.4%
CNC(=S)N/N=C/c1c(C)nn(-c2ccc(F)cc2)c1Cl | 6% | 0% | 3% | 5% | 1.0%
CC(C)(C)/C(Cn1cncn1)=N\OC(=O)Nc1ccc(Cl)cc1 | 12% | -7% | -1% | 13% | 1.4%

Part of the list above in order of SMILES length, low to high.
SMILES | H37Rv inhibition | H1N1 NS1A inhibition | PhoP GFP inhibition | tuberculosis growth | inhibitors of VEEV | others
Cc1[nH]c2ccccc2c1C(=O)CN1CC(C)CC(C)C1 (centres undefined) | 3% | 3% | -1% | 20% | 0.3%
C=CCNc1nc(N)c([N+](=O)[O-])c(N2CCCCCC2)n1 | 6% | 3% | -22% | 11% | 0.6%
CC(C)(C)/C(Cn1cncn1)=N\OC(=O)Nc1ccc(Cl)cc1 | 12% | -7% | -1% | 13% | 1.4%
O=C(c1ccc2c3c(cccc13)C(=O)N(O)C2=O)N1CCCCC1 | 2% | -10% | -20% | 11% | 1.6%
Cc1cccc(C(=O)Nc2ccc(C(=O)/C=C/c3cccnc3)cc2)c1 | u | 5% | -8% | 9% | u
COC(=O)c1ccc(CNC(=O)C2CCC(=O)N(C3CCCCCC3)C2)cc1 (centres undefined) | 9% | -1% | 0% | -14% | 1.3%
COc1ccc(NC(=O)CN2C(=O)NC(CC(C)C)C2=O)cc1S(=O)(=O)N1CCOCC1 (centres undefined) | 3% | 0% | x | 16% | i

(more compounds)
SMILES | H37Rv inhibition | H1N1 NS1A inhibition | PhoP GFP inhibition | tuberculosis growth | inhibitors of VEEV | others
C=CCc1cccc(CNn2cnnc2)c1O | -7% | -2% | 4% | 14% | i
COC(=O)c1c(C)oc(C)c(C(=O)OC)c1=O | 6% | 2% | 5% | 1% | 1.1%
Cc1cccc(NC(=O)CSc2cc(C(=O)c3nccn3C)c3ccccc3n2)c1 | 16% | -4% | -11% | -2% | 0.3%
COc1ccc(-c2cc(C(F)(F)F)nc(N3CCOCC3)n2)cc1 | 2% | -5% | 2% | 10% | i | inhibitors of VEEV 10K pilot screen=1.4
COc1cc(NC(=O)CSC(=S)N2CCCC2)c(OC)cc1Cl | 5% | -4% | 4% | -6% | i
Cc1c(C)n(Cc2ccc(F)cc2)c2ccc(C(=O)N3CCN(c4ccccn4)CC3)cc12 | -2% | -2% | -18% | 19% | 3.9%
COc1ccc(CCNCC(O)COc2cccc(C(C)=O)c2)cc1OC (centres undefined) | -4% | -7% | 1% | -2% | 0.5%
CCC(C)N(C(=O)COc1ccccc1C#N)C1CCS(=O)(=O)C1 (centres undefined) | -5% | -8% | 0% | 5% | 2.0%
O=C(c1ccc(F)cc1)C1CCN(C(=S)Nc2ccc(F)cc2)CC1 | -4% | -12% | 1% | 19% | 1.5%
CN(c1ccc(C(=O)N2CCc3ccccc3C2)cc1)S(C)(=O)=O | 0% | -10% | 8% | 8% | 1.7%
COc1ccc(NC(=O)c2ccc3c(=O)n(CC4CCCO4)c(=S)[nH]c3c2)c(OC)c1 (centres undefined) | -2% | 5% | 12% | -4% | 7.3%
Cn1nnc(NC(=O)c2cccc(F)c2)n1 | -8% | 5% | 0% | -12% | 10%
CCOP(=O)(OCC)c1nc(-c2cccc3ccccc23)oc1NCc1ccccc1 | 2% | -8% | -4% | 17% | i
COc1cccc(NC(=O)c2cccc(Cl)c2)c1 | 10% | -17% | 0% | 78% | 0.8%
Cc1ccc(S(=O)(=O)c2nc(S(C)(=O)=O)sc2N2CCCCCC2)cc1 | 0% | 7% | -16% | 13% | 2.6%
CCc1c(C)nc2cc(C)[nH]n2c1=O | 5% | -21% | 5% | -10% | 1.6%
O=C(O)C/C=C(/NC(=O)OCc1ccccc1)C(=O)OCc1ccccc1 | -6% | 3% | -6% | -6% | 1.4%
COc1ccccc1-c1noc(CCC(=O)NC2CCCC2)n1 | -8% | -7% | -3% | 33% | 5.5%
CC(=O)c1c2c3c(cccc3n(C)c1=O)C(=O)c1ccccc1-2 | 1% | x | -7% | 8% | x
c1cc2c3c(cccc3c1)NC(c1ccc3c(c1)OCO3)N2 | 43% | 4% | 8% | 12% | 2.4%
CC(=O)c1ccc(Oc2cc(C)nc(-n3nc(C)cc3C)n2)cc1 | 60% | -6% | -7% | u | 7.1%
CC(C)CC(NC(=O)C1CCC(C)CC1)C(=O)NCc1ccccn1 (centres undefined) | 4% | -1% | 4% | 5% | i
O=C1C(N2CCOCC2)=C(n2nnc3ccccc32)C(=O)c2ccccc21 | 11% | 26% | 2% | 60% | i
Cn1c(SCC(=O)Nc2sccc2C#N)nnc1-c1ccccc1 | -4% | 10% | -6% | 38% | 2.6%
CCOC(=O)C1CCN(c2ncnc3c2[nH]c2cccc(OC)c23)CC1 | -5% | -14% | -2% | 20% | 12%
SMILES | H37Rv inhibition | H1N1 NS1A inhibition | PhoP GFP inhibition | tuberculosis growth | inhibitors of VEEV | others
O=C(Nc1ccc(Br)cc1)c1cccc2c1C(=O)N(C1CCCCC1)C2 | -4% | 5% | -3% | -5% | 1.1%
O=C(Cc1ccccn1)c1ccccc1 | 8% | 9% | 2% | 13% | 0.7% | inhibitors of VEEV 10K pilot screen=0.7
Cc1cc([N+](=O)[O-])ccc1NC(=S)NC(=O)Cc1ccccc1 | 5% | 4% | 1% | 74% | 5.8%
O=C(Nc1cccc(Cl)c1)c1ccc(F)c(S(=O)(=O)N2CCN(c3ccccn3)CC2)c1 | 0% | -2% | -3% | -11% | 1.6%
Cc1cc(C)cc(NC(=S)Nc2ccc3cn[nH]c3c2)c1 | 0% | -2% | -3% | 67% | 1.2%
COc1ccc(OC)c(/C=C2\Oc3cc(OCC(=O)N4CCC[C@H]4C(=O)O)ccc3C2=O)c1 | -6% | 0% | -3% | 6% | 0.4%
COc1ccc(OC)c(C2C(C(=O)c3cccs3)=C(O)C(=O)N2CCN2CCOCC2)c1 (centres undefined) | 5% | -26% | -8% | -4% | 0.4%
CN(C)/N=C/c1ccc(P(c2ccc(/C=N/N(C)C)o2)c2ccc(/C=N/N(C)C)o2)o1 | 13% | x | 5% | -6% | 6.8%
COc1ccccc1NC(=O)CSc1ccc2nnc(CCNC(=O)c3ccccc3)n2n1 | 8% | 3% | 17% | 11% | 3.4%
CC1(C)CC[C@]2(C(=O)O)CC[C@]3(C)C(=CC[C@@H]4[C@@]5(C)CC[C@H](O[C@@H]6O[C@H](C(=O)O)[C@@H](O)[C@H](O[C@@H]7OC[C@H](O)[C@H](O)[C@H]7O)[C@H]6O)C(C)(C)[C@@H]5CC[C@]43C)[C@@H]2C1 | -7% | -4% | x | 17% | 1.7%
Cc1cccc([C@H](NC(=O)OC(C)(C)C)C(=O)OC(C)(C)C)c1 | -7% | -4% | x | -30% | 0.7%
CCN(CC(=O)Nc1c(F)cccc1F)C(=O)c1ccc(-c2ccc(C(C)=O)cc2)o1 | -3% | -5% | x | 27% | 9.7%
CCOc1ccc(N(CC(=O)NCCSc2ccccn2)S(C)(=O)=O)cc1 | 2% | -18% | -1% | -3% | 5.5%
COc1ccccc1NC(=O)Cn1c(O)c(N=NC(=O)c2ccccc2O)c2ccccc21 | 1% | -2% | 2% | 5% | 9.4%
CCN1CCc2ccccc2C1 | -17% | -3% | 5% | -6% | 0.4%
CC1CC(=O)N(CC(=O)Nc2ccc(F)cc2F)c2ccccc2S1(=O)=O (centres undefined) | 2% | -2% | 5% | 1% | 1.7%
O=c1ccc(/C=C/c2ccccc2)nn1Cc1ccccc1 | 14% | -8% | 3% | 6% | 5.6%
Cn1cnnc1SCC(=O)NCCC1=CCCCC1 | 3% | -10% | x | -5% | 0.5%
CC(=O)N1CCN(c2ccc(NC(=O)c3cc(Cl)ccc3Cl)cc2)CC1 | u | -4% | 7% | 6% | 1.2%
COC(=O)N(NC(=O)C(O)(C(C)C)C(C)C)c1ccccc1 | -10% | -5% | 2% | 2% | 0.3%
COc1ccc(CNC(=O)C2CCCN(S(=O)(=O)c3cnc[nH]3)C2)cc1 (centres undefined) | -13% | -11% | -5% | x | 0.2%
Cc1cc(/C=N/NC(=O)c2cccc([N+](=O)[O-])c2)c(C)n1-c1ccc(Cl)cc1Cl | u | -11% | -5% | 15% | 4.9%
CC(=O)Nc1ccc(NC(=O)CC2SC(=O)N(CC(=O)c3ccccc3)C2=O)cc1 (centres undefined) | 10% | 7% | -12% | -10% | 6.9%
Nn1c(SCC(=O)Nc2ccc3c(c2)OCCO3)nnc1-c1ccccn1 | 5% | 0% | 6% | 3% | i
COc1ccc(C=O)cc1CSc1ncccc1C(=O)O | -4% | -6% | 2% | 1% | i
SMILES | H37Rv inhibition | H1N1 NS1A inhibition | PhoP GFP inhibition | tuberculosis growth | inhibitors of VEEV | others
CCN1C(=O)C(O)(C2COC(C)(C)CC2=O)c2ccccc21 (centres undefined) | 7% | 0% | 13% | 7% | 2.2%
O=C(c1cn(Cc2ccccc2)nc1-c1ccccc1)N1CCN(c2ccccn2)CC1 | 3% | -6% | x | 35% | 3.8%
COc1ccc(N(C(=O)c2cccnc2)S(=O)(=O)c2ccc(Cl)cc2)cc1 | 0% | 2% | 5% | 16% | 2.3%
O=S(=O)(c1ccccc1F)N1CCC(c2nc3ccccc3[nH]2)CC1 | 2% | -7% | -7% | -14% | 3.1%
O=C(Cc1ccc(S(=O)(=O)N2CCCC2)s1)Nc1nc2c(s1)CCCC2 | 61% | 2% | 8% | 10% | 8.1%
O=P(CCCO)(Cc1ccccc1)Cc1ccccc1 | 5% | -5% | -9% | 1% | 0.2%
S=c1[nH]nc(COc2ccc(Cl)cc2)o1 | -8% | -10% | -12% | 37% | i
